Screening results from PubChem BioAssay.
V-ATPase pHluor: alters yeast V-ATPase proton transport; S. cerevisiae, pHLuorin cytosolic pH fluorescence; hit rate 0.37% among 350,000; response, % at 10 µM; AID 504577; in the data active = response mostly above about 7.3%, no sharp cut-off; inactive = mostly below about 5.4%; note: actives read high; inactives centre near 0; some compounds called inactive have numbers as strong as hits; reference of the scale not given here
RTF Ca sens inh: cardiac RTF calcium desensitization; inhibition, % at 7.15 µM; IANBD-labeled cardiac RTF, Ca2+ fluorescence; hit rate 0.12% among 340,000; AID 493244; P19429+P45379;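 active = inhibition above the mean inhibition of all tested compounds plus 3 SD, cut at about 17% in these data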;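 note: assay run at fixed EC70 calcium of 1.6 mM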
Arr AP2 block: inhibitors of human beta-arrestin and AP2 interaction; hit rate 0.31% among 340,000; FITC-arrestin peptide / GST-AP2 beads, flow cytometry; AP2 beta2 appendage carries R879A mutation; inhibition, % at 10 µM; AID 504490;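 active = inhibition above a set limit, near 3 SD of compounds lacking own fluorescence, cut at about 54% in these data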;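 note: plate controls were DMSO wells for no effect and 5 µM unlabelled arrestin peptide for full effect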
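Assay system: GST-AP2 R879A bound to glutathione beads, E. coli-expressed; Medium: PBS with 0.05% Tween 20 and 0.1% BSA; Also added: fluorescein-tagged arrestin peptide at 50 nM final; Timing: 12 min plus 1 h, RT; Measured by: flow cytometry, FL1 (488/535 nm); Evaluation: percent drop in bead-associated FITC signal.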
DAGLB inhibitor: diacylglycerol lipase beta (human) inhibition; inhibition, % at 5.17 µM; HEK293T DAGLB membrane lysate, EnzChek fluorogenic substrate; AID 504411; hit rate 0.059% among 340,000; in the data active = inhibition above about 34%;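 note: 0% = enzyme with vehicle and 100% = wells lacking enzyme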
Keap1 Nrf2 FP: disrupts human Keap1 binding to Nrf2 peptide; Keap1 Kelch-Nrf2 peptide fluorescence polarization, 1536-well; AID 504523; inhibition, % at 9.4 µM; hit rate 0.15% among 340,000; Q14145; in the data active = inhibition above about 12%;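 note: human Keap1 Kelch domain with fluorescein labeled Nrf2 9mer peptide probe; 0% = neutral control wells and 100% = peptide positive control; higher means more block of Keap1 binding to Nrf2 peptide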
Target sequence (Q14145 whole entry, looked up, the tested form may be a part): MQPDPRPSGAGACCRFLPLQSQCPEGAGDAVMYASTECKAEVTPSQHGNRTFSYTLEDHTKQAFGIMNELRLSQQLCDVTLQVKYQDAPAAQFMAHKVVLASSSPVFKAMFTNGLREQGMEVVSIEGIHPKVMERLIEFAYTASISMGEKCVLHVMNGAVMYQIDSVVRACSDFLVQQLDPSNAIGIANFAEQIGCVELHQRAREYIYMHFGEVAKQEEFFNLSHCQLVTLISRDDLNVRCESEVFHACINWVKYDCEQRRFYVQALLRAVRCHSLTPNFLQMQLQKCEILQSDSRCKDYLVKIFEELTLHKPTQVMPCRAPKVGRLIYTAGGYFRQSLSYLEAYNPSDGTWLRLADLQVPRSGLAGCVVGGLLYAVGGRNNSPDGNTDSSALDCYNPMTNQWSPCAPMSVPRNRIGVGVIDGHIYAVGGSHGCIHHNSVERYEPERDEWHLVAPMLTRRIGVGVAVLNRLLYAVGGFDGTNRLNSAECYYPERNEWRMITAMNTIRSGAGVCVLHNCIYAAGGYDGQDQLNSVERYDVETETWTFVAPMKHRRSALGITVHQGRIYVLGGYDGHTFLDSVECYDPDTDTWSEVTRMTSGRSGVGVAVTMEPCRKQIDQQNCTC
DSG3 Ab inh: inhibitors of pemphigus antibody binding to human desmoglein-3; binding (percent of control), % at 10 µM; hit rate 0.48% among 310,000; DSG3-coupled beads, scFv-anti-DSG3-GFP binding, flow cytometry; stronger effect = lower value; P32926; AID 588358;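 active = binding more than 3 SD below its plate's average and above zero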; note: some compounds called inactive have numbers as strong as hits
NSD2 inh: NSD2 (human) methyltransferase inhibition; NSD2 peptide methylation, AlphaScreen, 120 min; inhibition, % at 12.5 µM; hit rate 0.54% among 310,000; O96028; in the data active = inhibition above about 50%
CAL PDZ FP-1: inhibitors of human CAL PDZ peptide binding; inhibition, % at 24.9 µM; purified CAL PDZ, TMR-peptide fluorescence polarization, 1 h; Q9HD26; AID 602252; hit rate 0.92% among 300,000;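 active = mean inhibition of at least 30% with at least half of replicates also reaching 30%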;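 note: 0% = DMSO neutral control and 100% = excess unlabeled competitor peptide PRC23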
CAL PDZ FP-2: inhibitors of human CAL PDZ peptide binding; Q9HD26; purified CAL PDZ, TMR-peptide fluorescence polarization, 1 h; inhibition, % at 20 µM; hit rate 0.02% among 330,000; AID 504414;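 active = highest replicate inhibition of at least 40%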;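 note: plate controls were DMSO neutral control wells for no effect and unlabeled competitor peptide control wells for full effect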
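System: tagged CAL PDZ domain. Schedule: 1 h room-temperature incubation prior to read. Signal: fluorescence polarization (mP). Measure: percent inhibition from loss of millipolarization.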
C-LANA FP: inhibitors of KSHV LANA C-terminal domain DNA binding | MBP-C-LANA/FAM-LBS DNA binding, fluorescence polarization | inhibition, % at 9 µM | hit rate 0.078% among 340,000;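 active = highest replicate inhibition at or above 60% at 9 µM, even if other replicates fall short; inactive = all replicates below 60% inhibition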;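 note: 0% = neutral control wells and 100% = 4 µM acridine orange control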
Starred values were filed as active, the others as inactive; nt = not tested or not shown.

SMILES	V-ATPase pHluor	RTF Ca sens inh	Arr AP2 block	DAGLB inhibitor	Keap1 Nrf2 FP	DSG3 Ab inh	NSD2 inh	CAL PDZ FP-1	CAL PDZ FP-2	C-LANA FP
CCOc1ccc(CNC(c2ccccc2)c2ccccc2)cc1	2.6	-0.8	0.4	-7.2	-1.7	100.7	-16.1	0.2	-0.7	-1.0
CCCS(=O)(=O)Nc1ccc2cn[nH]c2c1	-4.0	0.9	9.2	1.9	1.1	108.1	nt	-1.7	-0.2	-0.4
CN1CCN(C(=S)Nc2ccc(Cl)c(Cl)c2)CC1	-1.6	-3.4	-4.6	0.3	-7.5	109.6	-1.2	-2.5	-2.1	1.1
O=C(Nc1ccc(C(=O)O)cc1)/C(=C\c1ccc(F)cc1)NC(=O)c1ccco1	-0.5	-4.4	-1.7	-1.1	-5.2	nt	-1.6	0.9	-3.0	-1.1
Cc1cc(C)n2ncc(/C(N)=N/OC(=O)Nc3ccc(Cl)cc3)c2n1	-0.6	nt	14.1	nt	-0.5	97.5	-2.4	-3.3	-3.5	1.7
Cc1cc(NC(=O)C23CCC(C)(C(=O)O2)C3(C)C)no1 (stereo not given)	-2.7	-5.5	1.7	0.3	-4.3	98.4	18.7	-1.3	-0.9	-0.5
Cc1cc(Cl)ccc1OCC(=O)OCC(=O)NC1CCCC1	0.2	-0.1	8.0	-2.7	0.3	92.8	-0.1	-5.5	0.7	1.1
O=C1N[C@@H](c2ccccc2)COC(=O)[C@@H](Cc2ccc(F)cc2)CC/C=C/C[C@H]1CC(=O)N(CCO)Cc1ccccc1	-1.2	1.4	50.3	-1.1	4.1	100.6	nt	-3.3	-0.3	2.6
CCN1C(=O)[C@H]2[C@@H](c3ccc(-c4cccc(Cl)c4)c(OC)c3)N[C@@](C)(C(=O)OC)[C@H]2C1=O	2.3	11.7	6.7	-2.2	-3.5	109.3	nt	-2.4	-0.5	-0.1
COc1ccc(-n2c(SCC(=O)N(C)c3ccccc3)nc3c([nH]c4ccccc43)c2=O)cc1OC	4.5	3.4	-6.4	4.2	-5.0	108.7	1.5	-1.5	-2.4	-0.8
CC[n+]1ccc(/C=C/c2ccc(N(C)C)cc2)c2ccccc21	3.1	-3.5	0.7	15.7	-4.0	103.6	94.2*	2.8	0.2	-15.0
O=C(CSc1nc2ccccc2s1)Nc1ncccn1	1.3	-4.8	1.1	-0.9	-2.1	nt	0.1	-1.7	-1.5	5.8
C[C@@H]1CCC2[C@](C)(CO)[C@@H](O)CC[C@]2(C)[C@@]12C[C@](CO)(CC(=O)O)CO2 (stereo not given in full)	1.5	-4.6	3.0	3.3	-8.3	104.5	-0.7	-0.4	1.1	-1.9
CN(C)CCCn1c(SCC(=O)Nc2nc(-c3cccc(Br)c3)cs2)nc2ccccc2c1=O	-6.5	-7.7	-1.5	-0.6	0.5	110.7	6.2	-8.3	-5.0	-2.3
CCCc1cc(C(=O)Nc2ccc(C)cc2)no1	-2.3	-14.4	1.0	-6.1	-5.0	94.1	nt	-2.4	-1.2	0.0

Structural class, the compounds so far containing an NH in an aromatic ring
SMILES	V-ATPase pHluor	RTF Ca sens inh	Arr AP2 block	DAGLB inhibitor	Keap1 Nrf2 FP	DSG3 Ab inh	NSD2 inh	CAL PDZ FP-1	CAL PDZ FP-2	C-LANA FP
CCCS(=O)(=O)Nc1ccc2cn[nH]c2c1	-4.0	0.9	9.2	1.9	1.1	108.1	nt	-1.7	-0.2	-0.4
COc1ccc(-n2c(SCC(=O)N(C)c3ccccc3)nc3c([nH]c4ccccc43)c2=O)cc1OC	4.5	3.4	-6.4	4.2	-5.0	108.7	1.5	-1.5	-2.4	-0.8

More results:
SMILES	V-ATPase pHluor	RTF Ca sens inh	Arr AP2 block	DAGLB inhibitor	Keap1 Nrf2 FP	DSG3 Ab inh	NSD2 inh	CAL PDZ FP-1	CAL PDZ FP-2	C-LANA FP
CC(CC(=O)c1ccccc1)=NCCCN=C(C)CC(=O)c1ccccc1	0.3	nt	nt	-4.7	nt	109.1	-0.8	nt	nt	nt
Cc1ccc(C)c(N2CCN(c3ncccc3[N+](=O)[O-])CC2)c1	-0.7	-4.5	6.3	-4.0	-0.1	115.2	17.6	-4.6	nt	-0.9
COc1ccc2[nH]c3c(NCCCOC(C)C)ncnc3c2c1	-0.2	-3.2	10.5	1.4	3.8	101.1	3.5	-1.5	0.4	-0.1
Cc1ccc(N2C(=O)c3ccccc3C(C)(C)C2=O)cc1	2.6	-9.5	-14.5	-1.6	0.8	105.1	-0.6	0.6	-0.7	-3.5
CCOC(=O)C1C(=O)OC2(CCCC2)C1C(=O)OCC (stereo not given)	4.6	1.9	-9.3	-2.4	3.3	94.7	-2.8	nt	0.1	-0.4
CCc1ccc(NC(=O)CN(C(=O)N2CCN(CC)CC2)S(=O)(=O)c2ccc(C)cc2)cc1	-1.6	2.4	7.4	2.0	-0.8	101.2	-0.5	-4.2	-1.4	-0.9
O=C(CSc1nc(-c2ccccc2)c(-c2ccccc2)o1)NCCCO	2.2	-3.8	3.9	-5.9	3.0	106.5	6.7	-2.5	-3.2	-2.2
COc1cccc(CC(NC(C)=O)C(=O)NC2CCN(c3c(Cc4ccccc4)c(C)nc4ncnn34)CC2)c1OC (stereo not given)	-0.1	-6.8	-0.3	1.4	1.6	93.3	0.8	-6.0	-0.2	1.7
Cn1cccc1C(=O)OCc1csc(-c2ccccc2)n1	2.0	-2.8	-0.6	-7.4	-8.4	102.0	2.5	-1.7	-0.8	0.0
C#CCOCCOCCOCCNc1nc(N2CCN(C(=O)[C@H]([C@@H](C)CC)n3cc([C@@H](N)CC(C)C)nn3)CC2)nc(N2CCN(C(=O)[C@H](CCCCN)n3cc([C@@H](N)CC(C)C)nn3)CC2)n1	-10.1	-5.9	-6.0	-0.1	-7.0	106.7	nt	19.4	-1.0	-1.7
CC(=O)C1=C(C)Nc2ncnn2C1c1ccc(Cl)cc1Cl (stereo not given)	2.9	-10.9	18.8	-0.2	-4.9	122.0	2.5	24.8	-0.1	1.4
COc1ccc(S(=O)(=O)N(CC(=O)N2CCN(c3ccccc3OC)CC2)c2ccccc2)cc1	-0.3	-8.2	9.0	-0.2	-7.7	105.8	nt	0.2	-3.8	-0.2
Cc1nn(-c2ccccc2[N+](=O)[O-])c(=O)c2ccccc12	2.0	2.0	4.8	0.5	-1.0	100.0	-0.9	nt	-0.9	-0.4
C/C(=N\NC(=O)c1ccc(O)cc1)c1cccc(NC(=O)c2ccc(Cl)cc2)c1	-0.9	-7.0	33.6	-4.9	-1.4	112.4	-1.8	nt	-2.0	-2.1
Fc1ccccc1CNCCC(Cc1ccccc1)c1ccc2c(c1)OCO2 (stereo not given)	0.8	-0.7	-13.0	-4.2	-1.1	107.2	0.3	-1.0	-1.7	0.5
COc1ccccc1CN(CC(=O)NCc1ccc2c(c1)OCO2)C(=O)c1ccc2c(c1)OCCO2	-0.9	-6.0	12.1	-6.5	5.2	102.0	0.2	nt	-1.3	-0.3
CCN1CCN(S(=O)(=O)c2ccc(Cl)c(C(=O)N(C)CCOc3ccc(Cl)cc3)c2)CC1	5.2	-3.4	-0.3	-1.8	-2.1	102.9	0.1	-0.6	-0.6	-0.1
O=C(C1CC1)N(Cc1nc2ccccc2c(=O)[nH]1)Cc1cccs1	0.3	-1.1	5.4	-1.5	-0.9	95.5	-3.0	11.9	-3.9	-0.5
S=C(Nc1ccc(Cl)c(Cl)c1)NN1CCOCC1	-2.1	-0.1	4.5	0.2	-3.1	123.1	-3.0	0.9	-2.9	-0.1
Cc1nc(N)nc(Cl)c1Cc1ccc(Cl)cc1	6.4	-4.9	17.0	-3.5	3.0	104.2	-2.6	-3.6	-3.2	-1.1
Cc1ccc(CN2CCN(Cc3cccc(C)n3)CC2CCO)cc1 (stereo not given)	nt	-14.8	-2.3	2.0	1.0	106.5	0.6	-0.2	-1.8	0.0
COC(=O)C1CN(C(=O)C(C)Oc2cc(C)ccc2C(C)C)c2ccccc2O1 (stereo not given)	3.7	-5.6	12.3	-4.8	5.5	116.4	-2.8	-4.1	-1.0	-1.0
Cc1cc(C(=O)COC(=O)CNC(=O)c2ccc(Cl)c(Cl)c2)c(C)n1Cc1ccco1	3.8	3.1	-13.2	-6.4	-2.3	86.3	-0.8	-2.3	-1.5	0.8
CC(C)(CNC(=O)Cc1ccc(NS(=O)(=O)c2cccc(C(F)(F)F)c2)cc1)N1CCOCC1	2.2	-6.5	10.1	-1.0	-3.1	101.1	-1.6	-1.6	-2.6	-0.9
COc1ccccc1NC(=O)C(=O)NNC(=O)c1ccco1	2.9	8.2	15.8	-6.1	-1.5	nt	0.3	4.7	-1.6	-0.2
CC(=O)Nc1ccc(S(=O)(=O)NCCC(=O)N2CCN(C(c3ccccc3)c3ccccc3)CC2)cc1	1.9	1.9	17.7	-1.4	4.3	96.1	0.6	-4.1	-1.8	-0.3
O=C(Nc1ccc(C(=O)N2CCOCC2)cc1)Nc1ccc(Cl)cc1Cl	0.5	-18.1	-9.8	-3.6	2.7	102.5	-2.6	nt	-3.0	0.9
O=C(Cn1cc(C(F)(F)F)ccc1=O)Nc1ccc(N2CCOCC2)cc1	-0.6	-4.3	-10.9	0.5	-1.0	114.2	0.5	-1.5	-0.9	-0.5
CN(Cc1ccccc1)C(=O)c1[nH]cnc1C(=O)Nc1ccon1	-1.0	-0.6	-6.4	-1.2	-0.6	99.7	nt	-2.1	-0.7	-0.4
CCCCCCSC1=C(C#N)C(c2ccc(O)cc2)CC(=O)N1 (stereo not given)	-0.2	-2.6	4.2	0.0	-0.2	nt	24.2	-0.3	-0.6	0.5
Cc1cccc(N2C(=O)CC(NNc3nc4ccccc4s3)C2=O)c1 (stereo not given)	-1.6	6.7	24.9	-1.6	2.7	101.6	0.2	1.7	-2.8	0.5
CCOC(=O)c1nn(-c2ccc(C)cc2)c(=O)c2c(N)scc12	-4.6	3.6	-5.7	0.0	0.1	106.2	-2.2	-0.2	0.4	1.8
Cc1ccc(OCCCCN(C)Cc2ccccc2)c(Br)c1	-0.1	-2.8	11.3	-11.3	-4.1	106.7	5.2	3.0	-2.1	1.3
COc1ccccc1NC(=O)NNC(=O)C(C)Oc1ccc2ccccc2c1 (stereo not given)	-2.9	-5.8	5.7	4.0	-0.5	103.7	27.0	-2.2	-0.9	0.8
CC(C)N(Cc1cn(C)nc1-c1cccc(Cl)c1)Cc1nccn1C	-0.5	4.5	-10.5	-1.7	0.7	94.4	-2.1	-0.2	-3.8	-0.1
COc1ccc(C)cc1S(=O)(=O)NC1CCCC1	-4.5	-8.2	13.6	-3.5	1.4	106.9	-1.4	-4.2	-0.3	-0.3
CS(=O)(=O)NCCNc1cc(Cl)ccc1[N+](=O)[O-]	3.6	-7.3	22.4	-0.4	1.4	99.5	-0.1	-3.3	-0.6	-1.6
CCn1c(COc2ccccc2)nnc1SCC(=O)Nc1cc(OC)ccc1OC	0.0	0.9	12.0	-0.7	-0.1	109.3	-5.2	-1.9	-2.0	-0.5
Cn1ncc2c(Nc3ccc4ccccc4c3)ncnc21	1.1	-0.8	-1.8	-1.9	-4.1	135.5	-6.1	-8.3	-5.0	0.4
COc1ccc(NC(C)=O)cc1S(=O)(=O)Nc1ccc(C(=O)N2CCCC2)cc1	2.7	-1.1	-7.3	1.1	4.1	105.5	-0.3	1.9	-1.9	0.6

Not all compounds are listed, so the mix of outcomes need not match the whole.
